Screening data deposited in PubChem BioAssay by several laboratories.
sdo1 growth = growth rescue of sdo1-depleted yeast, primary screen, S. cerevisiae, bone marrow failure model | S. cerevisiae sdo1-depleted JHY4D growth rescue, OD600 30 h; active compounds read high; pdr5 snq2 efflux-pump mutant strain | z-score at 10 µM | actives 0.21% (n = 140,000) | AID 817, 2007;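 active = z-score above 3 at both the 24 hr and the 30 hr optical density reads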;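 note: z-score against mean and SD of all compound wells on the same plate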
INS promoter inh = inhibitors of insulin promoter-driven GFP, primary screen, imaging, TRM-6 cells (human fetal islet line), eGFP reporter, cell count; reporter expression induced with tamoxifen; AID 1273, 2008; actives 0.9% (n = 130,000); inhibition, % at 2 µM;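 active = inhibition above the mean plus 3 SD, with well images judged a real hit on visual review, cut at about 60% in these data, passing the limit was not always enough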
sdo1 growth Rescue 24 h = second read-out of sdo1 growth, no call of its own (marks repeat the call); z-score; S. cerevisiae sdo1-depleted JHY4D growth rescue, OD600; measured here: growth rescue at 24 h;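 0 is the plate mean of compound wells and units are plate SD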
Active calls of the source: *; . = not tested or not shown; [ ] = dose if it differs, or a comment.

SMILES	sdo1 growth	sdo1 growth Rescue 24 h	INS promoter inh
O=C(Nc1ccc(F)cc1F)c1cc2nc3c(c(C(F)(F)F)n2n1)CCCC3	-0.53	-1.2	20
O=S(=O)(Nc1cc(S(=O)(=O)N2CCOCC2)ccc1N1CCOCC1)c1ccc2c(c1)OCCO2	.	.	6
CCN1CCN(c2ncnc3c2cnn3-c2ccccc2)CC1	-0.14	-0.58	.
CC(NS(=O)(=O)c1ccc(CCC(=O)NCc2ccco2)cc1)c1ccccc1 (stereo unspecified)	-0.33	-0.01	-29
CCn1cc(C2=NOC(C(=O)Nc3ccccc3C(=O)OC)C2)c(C)n1 (stereo unspecified)	-0.17	-0.34	.
CCCc1nc2ccccc2c(C(=O)OCC(=O)c2ccc3c(c2)NC(=O)CO3)c1CC	1.1	2.3	12
O=C(Nc1nccs1)c1cccc(N2C(=O)C3C4C=CC(C4)C3C2=O)c1 (stereo unspecified)	-0.44	0.07	-59
O=C(Nc1ccc2nc(-c3cccs3)c(-c3cccs3)nc2c1)N1CCOCC1	-1.8	-1.1	-140
O=C(N/N=C/c1ccc([N+](=O)[O-])o1)c1cn(-c2ccccc2)nc1-c1ccc(F)cc1	.	.	-159
COc1ccc(-c2nn(-c3ccccc3)cc2C(=O)Nc2nc(CC(C)=O)ns2)cc1	-0.62	-0.02	.
CCc1ccc(NC(=O)Cc2ccc(-n3cccc3)cc2)cc1	0.4	-0.27	4
Cc1ccc(S(=O)(=O)N(C)c2c(C)ccc(S(=O)(=O)N3CCN(C=O)CC3)c2C)cc1	-0.08	0.23	-8
Cc1cc(C)c(NC(=O)c2ccccc2CCc2ccccc2)c(C)c1	-0.45	1.8	.
Cc1cc(CSc2ccccc2)ccc1NC(=O)c1ccc(C)c([N+](=O)[O-])c1	-0.45	-0.01	20
N/C(=N\OC(=O)CCC1CCCC1)c1ccccn1	-0.91	-1.3	7
Cc1oc(-c2ccccc2)cc1C(N)=O	0.4	1.1	1
O=C(c1cc2ccccc2oc1=O)N(c1ccc(Cl)cc1)C1C=CS(=O)(=O)C1 (stereo unspecified)	0.22	-0.21	20
Cc1n[nH]c(C)c1S(=O)(=O)NCCc1ccc(Cl)cc1	1	0.69	0
CCOC(=O)c1ccc(NC(=O)CSc2nnc(Cn3c(=O)sc4ccccc43)n2C)cc1	0.05	-0.84	-71
O=C1NC(Cc2c[nH]c3ccccc23)C(=O)N1Cc1cccc2ccccc12 (stereo unspecified)	-0.21	-1.8	.
COc1ccccc1-c1c(C)nn2c(N3CCN(Cc4ccccc4)CC3)cc(C)nc12	-2.2	-1.3	.
O=C(CSc1nnc(-c2ccc(F)cc2)o1)c1ccc2c(c1)OCCO2	1.4	2.5	-24
N#Cc1nc(Cc2ccccc2)oc1NCCN1CCOCC1	-0.16	-0.92	-21
CC1CC(C)CN(c2nc3c(c(=O)n(C)c(=O)n3C)n2CCSc2ncccn2)C1 (stereo unspecified)	-0.41	-0.75	.
c1ccc2c(Nc3nc(N4CCOCC4)c4ccccc4n3)cccc2c1	-1.5	-1.4	29

New compounds follow:
SMILES	sdo1 growth	sdo1 growth Rescue 24 h	INS promoter inh
Cc1ccc(N2C(=O)c3ccccc3C2Nc2ccccc2)nc1 (stereo unspecified)	-1.5	-1.4	.
Cc1cccc(-n2c(CCc3ccccc3)nnc2SCC(=O)c2ccccc2)c1	-0.82	-0.26	-213
Cc1c(C(=O)NCc2ccco2)cccc1[N+](=O)[O-]	1.1	0.9	-7
COCC(=O)N(C)C1(c2nnnn2CCOC(=O)Nc2ccc(Cl)cc2)CCCC1	0.16	0.3	-96
CCCCCC(=O)NC(=S)Nc1ccccc1C(=O)OC	-1.5	-1.9	33
Cc1cc(=O)n2nc(N3CCCC(C(=O)N4CCN(c5ccccc5)CC4)C3)sc2n1 (stereo unspecified)	0.7	0.97	-42
O=C(COc1ccc(C(=O)c2ccccc2)cc1)NCc1ccc(F)cc1	-0.21	-0.38	.
CCNc1sc(C(=O)OCC)c(N)c1C#N	.	.	55
CC(=O)NC(CCS(C)(=O)=O)C(=O)Nc1cc(Cl)ccc1Cl (stereo unspecified)	0.4	-0.44	.
O=C(NCc1ccco1)C(c1ccccc1)N(Cc1ccccc1)C(=O)Cn1nnc2ccccc21 (stereo unspecified)	0.47	1.1	-7
CCOc1ccc(C2C(C#N)=C(N)Oc3cc(C)n(CCN4CCOCC4)c(=O)c32)cc1OCC (stereo unspecified)	-0.9	-0.8	.
COc1cccc(CCNc2ccc(N3C(=O)CC(C)C3=O)cc2[N+](=O)[O-])c1 (stereo unspecified)	.	.	14
CC(/C=C/c1ccccc1)=N\NC(=O)c1ccc(Br)cc1	.	.	-389
CC12CCC(c3c(CO)nn(-c4ccccc4)c31)C2(C)C (stereo unspecified)	-0.25	-1.4	-25
CCOc1cc(C2NC(=O)NC(C)=C2C(C)=O)cc(Cl)c1OCC(=O)O (stereo unspecified)	-0.38	-0.03	17
O=C(Cn1c(=O)oc2ccccc21)NCc1ccco1	0.26	0.01	.
CCOc1ccc(/C=C/C(=O)Nc2ccc(OC)cc2[N+](=O)[O-])cc1	-0.89	0.4	-14
O=C(COc1cccc(-n2cnnn2)c1)N1CCOCC1	0.45	-0.34	-14
COC(=O)CC1COc2ccccc2N1C(=O)c1cccc(Cl)c1 (stereo unspecified)	0.32	0.92	0
COCCNC(=O)C(c1ccc(F)cc1)N(Cc1ccco1)C(=O)CCC(=O)Nc1nccs1 (stereo unspecified)	0.51	-0.24	.
O=C(NCc1ccc2c(c1)OCO2)C1COc2ccccc2O1 (stereo unspecified)	-0.78	-0.23	-75
C=CCOC(=O)C1=C(C)NC(SCC(=O)Nc2ccc(C)c(Cl)c2)=C(C#N)C1c1ccco1 (stereo unspecified)	-1.3	-0.71	.
CS(=O)Cc1cc(Sc2ccccc2)nc(-c2cccnc2)n1 (stereo unspecified)	.	.	-55
CC12CCC(C(=O)N(Cc3ccccc3)Cc3ccccc3)(OC1=O)C2(C)C (stereo unspecified)	-0.82	-0.06	-31
COc1ccccc1C(=O)NC(C)C(c1cccs1)N1CCOCC1 (stereo unspecified)	-0.23	-0.12	-81

Entries of single compounds as entered above. Screens in order: sdo1 growth	sdo1 growth Rescue 24 h	INS promoter inh
Cc1ccc(N2C(=O)c3ccccc3C2Nc2ccccc2)nc1 (stereo unspecified) in the list: -1.5	-1.4	.
CCNc1sc(C(=O)OCC)c(N)c1C#N in the list: .	.	55
O=C(Cn1c(=O)oc2ccccc21)NCc1ccco1 in the list: 0.26	0.01	.
Cc1cc(=O)n2nc(N3CCCC(C(=O)N4CCN(c5ccccc5)CC4)C3)sc2n1 (stereo unspecified) in the list: 0.7	0.97	-42
CCOc1ccc(C2C(C#N)=C(N)Oc3cc(C)n(CCN4CCOCC4)c(=O)c32)cc1OCC (stereo unspecified) in the list: -0.9	-0.8	.

Additional records.
SMILES	sdo1 growth	sdo1 growth Rescue 24 h	INS promoter inh
Cc1nnc(SCc2ccccc2)n(N)c1=O	0.21	-0.54	.
CC(=O)/C(=C/c1ccc(N(C)C)cc1)C(=O)c1ccccc1	-1	-0.52	-6
Cc1ccc([N+](=O)[O-])cc1NC(=O)c1ccoc1C	0.11	-0.16	-22
O=C(COc1ccccc1Br)c1ccc(O)cc1O	-2	-0.71	.
CC(/C=N/NC(=O)CSc1ccccn1)=C\c1ccc(C(C)C)cc1	-1.4	-0.69	-7
CCNC(=S)N1CCN(S(=O)(=O)c2ccc(C)c(C)c2)CC1	.	.	-21
Cc1ccc(-n2ncc(C#N)c2/N=C/N2CCOCC2)cc1	0.69	0.49	.
COc1cccc(NC(=O)COC(=O)c2c(-c3ccccc3)noc2C)c1	-0.66	-0.02	-16
CSC1=N/C(=C\C=C\c2cccs2)C(=O)S1	-1.1	-1.7	34
O=C(O)CN1C(=O)Nc2ccc(Br)cc2C1c1ccccc1 (stereo unspecified)	0.05	-0.27	18
Cn1c(=O)c2c(nc(N/N=C3\CCCc4ccccc43)n2Cc2ccc(F)cc2)n(C)c1=O	0.09	1.5	.
NC(=O)CC(NC(=O)OCc1ccccc1)C(=O)O (stereo unspecified)	-0.23	-0.34	.
O=C(OCC#CCSc1nc2ccccc2o1)c1ccco1	-0.58	-0.48	-42
COc1cc(/C=N/NC(=S)Nc2cccc(C(=O)O)c2)ccc1O	0.98	1.3	.
CN(C(=S)Nc1ccccc1)c1ccccc1	0.23	-0.82	7
COC(=O)c1ccc(C(=O)NCCCCO)cc1	.	.	-54
N#Cc1c(-c2ccc(F)cc2)noc1N	-0.54	-1.6	26
Cc1cccc(-n2c(SCc3ccc([N+](=O)[O-])cc3)nnc2-c2c[nH]c3ccccc23)c1	.	.	-6
CC(OC(=O)C1=Cc2ccccc2OC1)C(=O)NC1CCCC1 (stereo unspecified)	1.1	1	-12
COc1cccc(N2CCN(C(=O)CSc3ccc(F)cc3)CC2)c1	.	.	-36
O=C(C1CCN(Cc2ccccc2)CC1)N1CCCC1	-0.07	0.26	.
CN1C(=O)CSc2ccc(NC(=O)N3CCN(c4ccccn4)CC3)cc21	-0.64	-1.1	.
CC1=C(C(=O)OC(C)C)C(c2ccncc2)n2ncnc2N1 (stereo unspecified)	0.55	0.25	54
Cc1nc(CSc2ccc(Cl)cc2)cc(NCc2ccccc2)n1	-1.3	-1.2	-21
COC(=O)CCC(=O)Nc1cccc2ccccc12	0.72	0.34	-28

The final 5 records of the part above are carried over, then new ones follow.
SMILES	sdo1 growth	sdo1 growth Rescue 24 h	INS promoter inh
O=C(C1CCN(Cc2ccccc2)CC1)N1CCCC1	-0.07	0.26	.
CN1C(=O)CSc2ccc(NC(=O)N3CCN(c4ccccn4)CC3)cc21	-0.64	-1.1	.
CC1=C(C(=O)OC(C)C)C(c2ccncc2)n2ncnc2N1 (stereo unspecified)	0.55	0.25	54
Cc1nc(CSc2ccc(Cl)cc2)cc(NCc2ccccc2)n1	-1.3	-1.2	-21
COC(=O)CCC(=O)Nc1cccc2ccccc12	0.72	0.34	-28
COC(=O)Cc1[nH]nc2c1C1(C(=O)N(Cc3ccccc3)c3ccccc31)C(C#N)=C(N)O2 (stereo unspecified)	0.17	0.53	13
CN(C)c1ccc(CN(C)C2CCCCC2)cc1	-0.37	-1.1	-14
COCc1nnc(NS(=O)(=O)c2ccc(C)cc2)s1	-0.47	-1.6	45
CCn1c(SCC(=O)N2CCC(C(N)=O)(N3CCCCC3)CC2)nc2ccccc2c1=O	.	.	39
CCCCC(=O)Nc1cc(NC(=O)CCCC)cc(C(=O)O)c1	0.4	0.32	-31
CCc1nnc(NC(=O)CSc2nnc3scc(-c4ccc(C)cc4)n23)s1	.	.	0
CCOC(=O)Cc1cc(=O)n2[nH]c(C)c(C#N)c2n1	-0.5	-1	-15
C=CCn1c(C(C)NC(=O)c2ccc(C)cc2)n[nH]c1=S (stereo unspecified)	0.34	0.11	45
COc1cccc(NC(=O)CN2C(=O)NC(C)(CC(C)C)C2=O)c1 (stereo unspecified)	.	.	-2
CCOC(=O)c1ccc(N2C(=O)CC(N3CCC(O)(c4ccc(Cl)cc4)CC3)C2=O)cc1 (stereo unspecified)	-0.74	-0.62	-9
COC(=O)c1sc2ccccc2c1NC(=O)c1ccc(S(=O)(=O)N2CCCCC2C)cc1 (stereo unspecified)	-0.4	-0.12	10
COc1ccc(CNC(=O)c2csnn2)cc1	1.2	1.8	50
Cc1cc(N)n(-c2ncnc3scc(-c4ccc(Cl)cc4)c23)n1	-0.92	-1.4	44
Cn1c(CNc2nc3ccccc3n2CCN2CCCCC2)nc2ccccc21	-0.18	-0.63	-32
O=C(CN1CCCC1)Nc1nnc(-c2cccs2)s1	1.5	0.11	20
O=C(NCc1ccncc1)c1cnccn1	0.17	-0.56	14
CC(=O)NC1C(=O)Nc2c1cccc2C(F)(F)F (stereo unspecified)	0.22	0.79	23
CCCn1c(N)[n+](CC(=O)c2ccco2)c2ccccc21	0.9	0.81	2
CCOC(=O)C(Sc1n[nH]c(N)n1)c1ccccc1 (stereo unspecified)	-0.08	-0.2	.
Cc1c(C#N)c2ccccc2n1CC(=O)O	0.43[22.6 µM]	-0.2	44
CCc1cc(-c2[nH]ncc2-c2ccc3c(c2)OCO3)c(O)cc1O	0.26	-0.56	-4
Cn1cnnc1SCCC(=O)Nc1ccccc1	0.05	0.42	-3
O=C(CSc1nnc(Cc2cccs2)n1Cc1ccco1)Nc1cc(Cl)cc(Cl)c1	-1.8	-0.99	0
COc1ccc(Cl)cc1-c1nc(SCC(=O)NC(C)(C)C)n[nH]1	.	.	-6
COc1cccc(C(=O)Nc2ccc3c(c2)C(=O)N(CCC(=O)O)C3=O)c1	0.75	-0.2	-39
CCc1nc(SCc2cccnc2)[nH]c(=O)c1C	0.47	-0.4	19
Cc1cc(S(=O)(=O)N(Cc2ccc(C(C)(C)C)cc2)Cc2cccs2)ccc1-n1cnnn1	-0.14	-0.07	-76
CCOC(=O)CCCCC(=O)c1[nH]c(=O)[nH]c1CSc1nc2ccccc2[nH]1	-0.38	-0.87	65
CC1CCCCN1C(=O)CSc1nnc(CSc2ncccn2)n1C (stereo unspecified)	0.82	0.26	-68

The order is random. About 0.99% of those tested had a hit in this group.
